HEK293 NOD2/NF-kB – NOD2 signaling inhibitors, cell-based, luminescence, uHTS, HEK293 (AID 1566); HEK293 NOD2/NF-kB luciferase reporter, luminescence; higher % means a stronger effect; inhibition, % at 4 µM; hits with a dose series show EC50 in µM; 290,000 compounds, 0.63% hits; in the data active = inhibition above about 50%; also: many of its hits are not listed in these tables
MT stabilizer – microtubule stabilizers in HeLa cells, primary screen, imaging, high-content imaging. 200,000 compounds, 0.83% hits. % tubulin-high responders, % at 10 µM. HeLa tubulin immunostaining HCS, 24 h; share of cells brighter than vehicle mean+2SD;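 active = plate Z-score above 3 for both tubulin-high and condensed-nucleus cell shares, with cell loss under 80%, at 10 µM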;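 also: anti alpha tubulin signal scored within the nucleus-defined area of each cell; some results filed as inactive read as strong as hits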
Hep lipid drop – inhibitors of hepatocyte lipid droplet formation, primary screen, imaging, high-throughput imaging, BODIPY stain; AML12 mouse hepatocytes, oleate lipid droplets; inhibition, % at 6.5 µM; 240,000 compounds, 0.4% hits; AID 1656, 2009;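 active = lipid droplet intensity inhibited by at least 50%, with more than 500 cells counted; inconclusive = wells with under 300 cells, treated as cytotoxic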
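Assay system: AML12 mouse liver cells | Compound: 6.5 µM single-point dosing | Schedule: Overnight exposure | Technique: Fluorescence imaging, 20x objective, two fields per well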
Yfh1-off respiration – enhancers of respiration in Yfh1-depleted yeast, dose response, Friedreich's ataxia, plus single-dose screen (AID 1465); fold induction at 50 µM; hits with a dose series show EC50 in µM; 220,000 compounds, 0.074% hits; S. cerevisiae Yfh1-off respiration, WST-1 reduction, 72 h; higher fold induction means a stronger effect;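 active = fold induction of absorbance versus untreated yeast above a set limit, then at least 30% activation at any dose in follow-up; inconclusive = repeats straddling the limit, or above it without dose testing; inactive = fold induction below the set limit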;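 also: activators that raise dye reduction in frataxin-depleted yeast; strong numbers were not always called active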
WT yeast gro inh – growth inhibition of WT strain, primary screen, mitochondrial fusion inhibitor project, WT and mutant strains, chemical genetic; 190,000 compounds, 2.1% hits; inhibition, % at 10 µM; AID 1362, 2008; mitochondrial fusion phenotypic screen; in the data active = inhibition above about 58%; tested in S. cerevisiae
Autophagy HCS – autophagy modulators in MEF cells, primary screen, imaging, high-content, MEF GFP-LC3; calls only at 10 µM (by protocol); 190,000 compounds, 0.98% hits; MEF GFP-LC3 puncta imaging; test concentration mostly 10 µM;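 active = percentage of spot-positive cells more than 3 SD above its plate mean, without a fluorescence outlier flag or 80% toxicity; inconclusive = no clear call, values can overlap the other calls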;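 also: spot-positive cell cutoff set from DMSO-treated cells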
bCat nuc transl – modulators of beta-catenin nuclear translocation, primary screen, imaging, HeLa cells, immunofluorescence, high-content; nuclear translocation activity, % at 5 µM; 190,000 compounds, 0.3% hits;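 active = nuclear translocation activity above 50% at 5 µM, with a well cell count of 50 or more; inconclusive = wells under 50 cells across six images, flagged as toxic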;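 also: per-cell ratio of nuclear to cytoplasmic median beta-catenin stain intensity; plate controls were DMSO negative control for no effect and GSK-3 inhibitor IX positive control for full effect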
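assay system = human HeLa cells, endogenous beta-catenin | times = compound treatment 24 h, 37°C, 5% CO2 | detection = Anti-beta-catenin immunofluorescence on PFA-fixed, Triton-permeabilized cells, DAPI nuclei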
Dynein cargo inh – inhibitors of GR-EGFP nuclear translocation, primary screen, dynein cargo transport inhibitor project, imaging, high-content, 3617.4 mouse cells; test concentration mostly 20 µM; stimulated with dexamethasone, 1 µM; hits give low values; z-score, hits read low; 220,000 compounds, 0.47% hits; AID 1381, 2008;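 active = plate z-score of nuclear minus cytoplasmic receptor signal below a set negative limit, without overly bright fluorescence or cell loss, cut at about -3.5 in these data, passing the limit was not always enough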;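 also: z-score of nuclear minus cytoplasmic ring GR-EGFP intensity difference per well; some compounds called inactive have numbers as strong as hits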
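Buffer or medium: tet-free, stripped-serum medium; reagent: dexamethasone at 1.0 µM final, 30 min; incubation: 48 h induction, 1 h compound, 30 min dex at 37 °C; measured by: formaldehyde fixation, Hoechst nuclear stain, 10x automated fluorescence imaging; read-out: nuclear-to-cytoplasmic GR-EGFP distribution per well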
Insulin prom up – insulin promoter activators in MIN6 cells, imaging, high-content screening, mouse beta cells; MIN6 insulin promoter-GFP reporter; hits give high values; AID 1625, 2009; 190,000 compounds, 0.3% hits; z-score at 5 µM;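 active = z-score above 3 at 5 µM with at least 500 cells counted in the well; inconclusive = wells under 500 cells, flagged as cytotoxic or low count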
WT yeast gro inh mutant strain – second read-out of WT yeast gro inh, no call of its own (marks repeat the call); inhibition, %; mitochondrial fusion phenotypic screen, mutant strain inhibition
Dynein cargo inh cytoplasmic EGFP – second read-out of Dynein cargo inh, no call of its own (marks repeat the call); z-score; measured here: cytoplasmic GR-EGFP intensity; hits give high values
Dynein cargo inh nuclear GR-EGFP – recorded beside Dynein cargo inh, whose call it bears; z-score; measured here: nuclear GR-EGFP intensity;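 lower value marks the stronger effect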
Dynein cargo inh cell count – recorded beside Dynein cargo inh, whose call it bears; z-score; measured here: cell count per field
Insulin prom up cell count – further read-out of Insulin prom up, marked with its call; cell count; measured here: cytotoxicity, nuclei count;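 total cells summed across four imaged fields per well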
Hep lipid drop cells 6.5 µM – further read-out of Hep lipid drop, marked with its call; cell count; measured here: cell count, cytotoxicity flag;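 cells counted across two imaged fields per well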
bCat nuc transl cell count 5 µM – further read-out of bCat nuc transl, marked with its call; cell count; measured here: cell count, cytotoxicity flag
MT stabilizer Hoechst-high % – second read-out of MT stabilizer, no call of its own (marks repeat the call); % Hoechst-high responders; measured here: nuclear condensation Hoechst responders;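 share of cells brighter than vehicle mean plus two SD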
MT stabilizer cytotoxicity % – recorded beside MT stabilizer, whose call it bears; toxicity, %; measured here: cytotoxicity by cell density;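 0% = mean cell density of plate MIN control wells and 100% = no cells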
Autophagy HCS cell loss 18 h – recorded beside Autophagy HCS, whose call it bears; toxicity, %; measured here: cell loss, nuclei count;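 cell loss after 18 h compound exposure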
The depositor's hits bear a star; i = inactive; ? = inconclusive; / = no result given. An excerpt; count on the stated rates, not on these rows.

item	SMILES	HEK293 NOD2/NF-kB	MT stabilizer	MT stabilizer Hoechst-high %	MT stabilizer cytotoxicity %	Hep lipid drop	Hep lipid drop cells 6.5 µM	Yfh1-off respiration	WT yeast gro inh	WT yeast gro inh mutant strain	Autophagy HCS	Autophagy HCS cell loss 18 h	bCat nuc transl	bCat nuc transl cell count 5 µM	Dynein cargo inh	Dynein cargo inh cytoplasmic EGFP	Dynein cargo inh nuclear GR-EGFP	Dynein cargo inh cell count	Insulin prom up	Insulin prom up cell count
1	COc1ccc(CNc2cc(NCCCO)c([N+](=O)[O-])c3nonc23)cc1	-6%	1.7	1.7	0.1	-3	750	i	6	21	i	16	-0.7	1040	-0.58	-0.22	-0.55	0.53	/	/
2	Cc1oc(-c2ccc(Cl)cc2)nc1CN1CCC(C(=O)NCCCN2CCCC2=O)CC1	13%	1.8	3.0	11	/	/	i	5	4	i	-1	/	/	1.5	-0.026	1.2	-1.1	-1	796
3	Cn1cccc1/C=N/NC(=O)C12CC3CC(CC(C3)C1)C2	-6%	1.8	2.4	11	0	600	i	-11	1	i	4	-2.9	1167	0.17	-0.23	0.27	-0.17	-0.12	1604
4	CCCCC1(C)OC(=O)C(=Cc2ccc(N(CC)CC)cc2)C(=O)O1 (stereo not drawn)	1%	2.9	1.3	5.5	/	/	i	-13	-18	i	0	-4.8	1390	-0.34	-0.18	-0.33	0.17	0.37	1331
5	CC(C)(C)C(C(Oc1ccc(Cl)cc1)n1cncn1)n1nnnc1C(c1cccc(Cl)c1)N1CCCCC1 (stereo not drawn)	2%	3.8	1.7	5.7	16	696	i	50	1	i	11	-6.6	1244	3.3	-0.054	2.5	-2.9	?	/
6	Cc1ccccc1NC(=O)c1ccccc1	-8%	1.3	2.3	6.3	13	720	i	-1	-29	i	0	0.4	1109	-0.49	0.15	-0.27	1.8	-0.15	1238
7	COc1cccc(CN=c2c([N+](=O)[O-])nn(-c3ccccc3C)n2O)c1	13%	6.9	2.5	9.9	-24	723	i	-7	8	i	10	2.2	1096	-1.8	-0.17	-0.27	1.3	-0.34	1204
8	CCOC(=O)N1CCN(C(=O)CSCc2ccccc2C)CC1	-28%	1.1	1.3	3.6	/	/	i	16	10	i	10	0.5	1332	-0.46	-0.19	-0.3	0.34	0.9	1453
9	CCOC(=O)c1cc(C(C)=O)c(=O)[nH]c1C	5%	8.6	1.6	14	0	721	i	-9	4	i	4	-2.1	1048	0.025	-0.36	0.052	-0.18	1.7	1235
10	CCOc1ccc(-c2cc(C(=O)N3CCN(C)CC3)c3ccccc3n2)cc1	-71%	2.2	2.5	7.7	-1	798	i	27	13	i	7	/	/	-0.23	-0.21	0.17	0.37	0.77	1168

Whole records, quoted from the list. Screens in order: HEK293 NOD2/NF-kB | MT stabilizer | MT stabilizer Hoechst-high % | MT stabilizer cytotoxicity % | Hep lipid drop | Hep lipid drop cells 6.5 µM | Yfh1-off respiration | WT yeast gro inh | WT yeast gro inh mutant strain | Autophagy HCS | Autophagy HCS cell loss 18 h | bCat nuc transl | bCat nuc transl cell count 5 µM | Dynein cargo inh | Dynein cargo inh cytoplasmic EGFP | Dynein cargo inh nuclear GR-EGFP | Dynein cargo inh cell count | Insulin prom up | Insulin prom up cell count
Cc1oc(-c2ccc(Cl)cc2)nc1CN1CCC(C(=O)NCCCN2CCCC2=O)CC1 is entered as 13% | 1.8 | 3.0 | 11 | / | / | i | 5 | 4 | i | -1 | / | / | 1.5 | -0.026 | 1.2 | -1.1 | -1 | 796
CCOC(=O)c1cc(C(C)=O)c(=O)[nH]c1C is entered as 5% | 8.6 | 1.6 | 14 | 0 | 721 | i | -9 | 4 | i | 4 | -2.1 | 1048 | 0.025 | -0.36 | 0.052 | -0.18 | 1.7 | 1235

Additional entries:
item	SMILES	HEK293 NOD2/NF-kB	MT stabilizer	MT stabilizer Hoechst-high %	MT stabilizer cytotoxicity %	Hep lipid drop	Hep lipid drop cells 6.5 µM	Yfh1-off respiration	WT yeast gro inh	WT yeast gro inh mutant strain	Autophagy HCS	Autophagy HCS cell loss 18 h	bCat nuc transl	bCat nuc transl cell count 5 µM	Dynein cargo inh	Dynein cargo inh cytoplasmic EGFP	Dynein cargo inh nuclear GR-EGFP	Dynein cargo inh cell count	Insulin prom up	Insulin prom up cell count
11	O=C(NN1C(=O)C2C(C1=O)C1C=CC2C12CC2)c1cccnc1 (stereo not drawn)	15%	2.0	2.1	2.2	0	753	i	-4	3	i	-4	-1.2	1023	-1.3	-0.34	-0.62	0.88	-1.9	1298
12	O=C(NC(=S)Nc1nc2ccc(F)cc2s1)c1ccco1	-84%	3.2	2.7	2.4	-23	725	i	3	-9	i	27	0.5	1010	0.27	-0.35	-0.44	-0.63	0.4	1215
13	CCOc1cc(/C=N/NC(=O)Cn2nc([N+](=O)[O-])cc2C)ccc1OCc1ccc(F)cc1	-5%	2.6	1.6	2.3	/	/	?	-3	-21	i	-3	1.4	1397	-0.066	-0.24	-0.19	0.45	-0.77	1590
14	CCN(C(=O)Cn1c(=O)n2nc(CCn3nc(C)cc3C)nc2c2ccccc21)c1cccc(C)c1	12%	5.1	3.0	4.5	/	/	i	-19	-29	i	14	1.6	1339	0.1	-0.072	0.37	0.37	-0.67	1105
15	COc1ccc(C)cc1NC(=O)CN1C(=O)c2ccccc2S1(=O)=O	-12%	4.5	2.0	7.8	/	/	i	6	-5	i	6	/	/	-0.13	-0.27	-0.003	0.6	0.8	981
16	Cc1nccn1CCCN1C(=O)OC2(CCCCC2)C1(C)O (stereo not drawn)	9%	4.5	2.0	3.1	24	760	i	-4	15	i	34	-2.5	1180	1.1	-0.21	0.62	-1.1	/	/
17	COCCn1nnnc1C(c1ccc2ncccc2c1)N1CCc2ccccc21 (stereo not drawn)	8%	5.7	4.0	7.6	/	/	i	-1	-20	i	6	-0.7	981	-1.5	-0.35	-0.43	0.7	-0.5	1101
18	CCCCCn1c(=O)[nH]c2c(c1=O)CCC2	1%	2.2	1.3	6.7	/	/	i	7	2	i	10	-7.0	895	1.1	-0.4	0.42	-0.79	0.1	1579
19	CCC(=O)Nc1c(C(=O)Nc2ccc3c(c2)OCCO3)oc2ccccc12	-8%	2.0	2.3	5.8	5	710	i	14	4	i	14	-1.4	1176	-0.68	2.4	0.15	0.07	-0.78	1223
20	CN(C)/C=C(\C(=O)c1ccc(F)cc1F)c1nnnn1-c1ccccc1	17%	3.0	3.5	7.9	-6	713	i	-3	-16	i	-4	/	/	-0.73	-0.31	-0.74	0.85	-0.28	1302
21	O=C(CSc1nc2ccccc2[nH]1)NC1CCCc2ccccc21 (stereo not drawn)	6%	4.0	1.9	5.6	-4	547	i	-9	-13	i	3	2.0	1119	-1	-0.3	-0.78	0.88	-0.31	1540
22	Cc1ccc(OCC(=O)NC2CCCC2)c(C)c1	17%	4.2	1.5	8.8	/	/	i	-10	-15	i	3	-2.5	987	0.045	-0.28	-0.11	0.9	1.1	1253
23	O=C(NCCCn1ccnc1)c1noc2c1CCCC2	2%	2.5	2.8	5.8	1	756	i	11	24	i	-11	-0.8	1134	-0.14	-0.27	0.1	0.92	0.45	1261
24	COCc1nnc(NS(=O)(=O)c2ccc([N+](=O)[O-])cc2)s1	6%	1.4	0.9	4.0	1	767	i	12	4	i	-8	-2.4	1214	0.76	0.38	0.64	-0.31	-0.41	879
25	O=C(c1cnn2c1NC(c1ccco1)CC2C(F)(F)F)N1CCN(c2cccc(Cl)c2)CC1 (stereo not drawn)	12%	45*	29*	31*	-8	705	i	40	25	i	12	44	258	-0.6	-0.19	-0.67	-1.1	0.55	1360
26	CCOc1ccccc1Nc1nc(-c2sc(C)nc2C)cs1	-14%	3.0	2.4	11	-12	692	i	38	43	i	0	-1.5	1034	2.3	-0.071	2.2	-1.5	-0.16	1622
27	CCN(CC)S(=O)(=O)c1ccc2c(c1)N(CC(=O)N(CCc1ccncc1)C(C)C)C(=O)CO2	15%	2.1	1.4	6.5	-7	703	i	0	-5	i	20	0.7	1148	-0.81	0.37	-0.15	0.2	-0.44	1299
28	Cc1cc(NC(=O)c2cccc3ccccc23)cc(C)c1OCC(=O)N1CCOCC1	-6%	2.0	2.1	8.0	61*	817*	i	-5	1	i	-25	-2.0	1170	0.61	-0.23	0.13	0.75	0.19	846
29	O=C(NCc1ccc2c(c1)OCO2)c1ccc2snnc2c1	1%	1.9	2.0	4.3	-11	657	i	40	8	i	1	-0.6	1150	-0.48	-0.24	-0.31	1.3	-0.19	1889

Source: PubChem BioAssay
